High-throughput results as filed in PubChem BioAssay.
STAT1 blocker – STAT1 signaling inhibitors, primary screen, cell-based, HTS, luciferase reporter. NIH 3T3 STAT1-luciferase reporter, IFN-gamma, luminescence. inhibition, % at 5.5 µM. 0.35% of 200,000 active;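 active means inhibition above a set limit, the mean inhibition across all tested compounds plus 3 SD, cut at about 34% in these data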;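 further: 0% = IFN-gamma with DMSO and 100% = IFN-gamma with 300 µM nifuroxazide; values of inactives mirror those of a sister screen read the other way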
PPARg SRC-2 ag – agonists of PPARg-SRC-2 recruitment, primary screen, biochemical, HTS | PPARgamma LBD-SRC-2 recruitment | activation, % at 8 µM | 0.34% of 200,000 active | AID 1032, 2008; in the data active means activation above about 22%;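 further: 0% = vehicle and 100% = reference agonist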
TR-FRET SRC-2 ct – TR-FRET signal artefacts, primary screen, artefact control for PPARgamma SRC-2 agonist project, biochemical | TR-FRET artefact counter-screen; active compounds read high | 0.4% of 200,000 active | TR-FRET ratio at 8 µM | AID 1049, 2008; in the data active means TR-FRET ratio above about 2000; further: inactives centre near 1500
PPARg SRC-3 ag – PPARgamma agonists recruiting SRC-3 coactivator, primary screen, biochemical; biochemical PPARgamma/SRC-3 coactivator recruitment assay; 0.26% of 200,000 active; activation, % at 8 µM; Peroxisome proliferator-activated receptor gamma (Homo sapiens), P37231; AID 731, 2007; in the data active means activation above about 23%;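 further: 0% = DMSO and 100% = reference agonist; some compounds past the cut are filed as inactive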
STAT3 inh – IL-6 driven STAT3 reporter inhibitors, primary screen, U3A cells, luciferase, luminescence, MLSCN library; IL-6 STAT3-luciferase reporter; host cell line lacks STAT1; inhibition, % at 5.5 µM; 0.89% of 190,000 active; AID 862, 2007;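 active means inhibition above the mean inhibition across all screened compounds plus 3 SD, cut at about 44% in these data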;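 further: 0% = DMSO only wells and 100% = 100 µM nifuroxazide control wells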
ROMK primary – ROMK potassium channel modulators, primary screen, cell-based, thallium flux, MLSMR library; Tet-inducible ROMK, thallium flux fluorescence; actives lie on both sides; B-score at 10 µM; 2% of 130,000 active; ATP-sensitive inward rectifier potassium channel 1 (Homo sapiens), P48048;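 active means signal ratio slope over the read window, or its plate-corrected B-score, at least 3 SD from the plate mean, either direction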;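 further: B-score of the F/F0 ratio slope over 7 to 12 s after thallium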
Target sequence (P48048 whole entry, looked up): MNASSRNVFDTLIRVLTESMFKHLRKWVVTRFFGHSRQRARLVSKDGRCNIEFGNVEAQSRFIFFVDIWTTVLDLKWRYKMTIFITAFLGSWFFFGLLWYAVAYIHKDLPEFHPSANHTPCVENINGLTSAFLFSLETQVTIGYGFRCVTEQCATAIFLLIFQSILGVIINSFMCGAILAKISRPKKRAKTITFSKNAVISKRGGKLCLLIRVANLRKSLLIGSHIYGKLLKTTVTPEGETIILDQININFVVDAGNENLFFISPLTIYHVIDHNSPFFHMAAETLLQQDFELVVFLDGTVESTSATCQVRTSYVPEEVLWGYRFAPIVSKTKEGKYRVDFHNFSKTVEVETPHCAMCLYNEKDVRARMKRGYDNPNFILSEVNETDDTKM
PPARg SRC-1 ag – PPARgamma agonists recruiting SRC-1 coactivator, primary screen, biochemical | AID 631, 2007 | 0.41% of 200,000 active | activation, % at 8 µM | Peroxisome proliferator-activated receptor gamma (Homo sapiens), P37231 | PPARgamma-SRC-1 coactivator recruitment biochemical assay; in the data active means activation above about 19%;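 further: 0% = DMSO and 100% = reference agonist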
STAT3 act – IL-6 driven STAT3 reporter potentiators, primary screen, U3A cells, luciferase, luminescence, MLSCN library; IL-6 STAT3-luciferase reporter; 100% = signal with IL-6 EC80 alone; activation (% of control), % at 5.6 µM; 0.91% of 190,000 active; AID 871, 2007;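 active means activation above the screen-wide mean of compound activation plus 3 SD, cut at about 130% in these data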;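 further: 0% = background luminescence of wells with medium and substrate only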
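system = STAT3-luciferase reporter U3A cells | reagent = IL-6 stimulus at 33 ng/mL final | timing = 1 h compound pre-exposure, 6 h IL-6 stimulation, 37 °C | measured by = luminescence | evaluation = % activation versus median of IL-6-stimulated wells | control set = IL-6-only wells as 100% reference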
RAM network inh – inhibitors of the yeast RAM network, primary screen, dse1pr::URA3 reporter, 5-FOA selection; inhibition, % at 50 µM; 1.8% of 190,000 active; S. cerevisiae dse1pr::URA3 reporter, 5-FOA growth OD615, 2 d; analog-sensitive cbk1-as2 kinase mutant strain;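 active means inhibition above a set limit, 3 SD over mean compound inhibition, cut at about 8.4% in these data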;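 further: 0% = DMSO-only wells with no growth and 100% = 10 µM 1-NA-PP1 full growth; inhibition rescues growth on 5-FOA so higher OD means more RAM inhibition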
TLR4-MyD88 BLA – inhibitors of TLR4-MyD88 association in cells, primary screen, cell-based, HeLa CL3-4, BLA complementation, FRET ratio | Toll-like receptor 4 (Homo sapiens) + Myeloid differentiation primary response protein … | HeLa CL3-4 TLR4/MyD88 BLA complementation | inhibition, % at 8.4 µM | 0.18% of 200,000 active; in the data active means inhibition above about 25%;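 further: 0% = vehicle and 100% = reference inhibitor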
S1P3 antagonist – S1P3 receptor antagonists, primary screen, cell-based; Sphingosine 1-phosphate receptor 3 (Homo sapiens), Q99500; CHO S1P3 NFAT-BLA reporter, FRET fluorescence, antagonist mode; inhibition, % at 4.98 µM; 0.27% of 170,000 active; AID 485, 2006;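 active means inhibition above the plate cutoff, the mean inhibition of test wells on that plate plus 3 SD, cut at about 28% in these data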;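 further: cells challenged with S1P at its EC80 of 0.8 µM; blue over green emission ratio from cleaved BLA substrate after 4 h stimulation; 0% = S1P-stimulated wells and 100% = unstimulated DMSO-only wells; some compounds past the cut are filed as inactive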
Target sequence (Q99500 whole entry, looked up): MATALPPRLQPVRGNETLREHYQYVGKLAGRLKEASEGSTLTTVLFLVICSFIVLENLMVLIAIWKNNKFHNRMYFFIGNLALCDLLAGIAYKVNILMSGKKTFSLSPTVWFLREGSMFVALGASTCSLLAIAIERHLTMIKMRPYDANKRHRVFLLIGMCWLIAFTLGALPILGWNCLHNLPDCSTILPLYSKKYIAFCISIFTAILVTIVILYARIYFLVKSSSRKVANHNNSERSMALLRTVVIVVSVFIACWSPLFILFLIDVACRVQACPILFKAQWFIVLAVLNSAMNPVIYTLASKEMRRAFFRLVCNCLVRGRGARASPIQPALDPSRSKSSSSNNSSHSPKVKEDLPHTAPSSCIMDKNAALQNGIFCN
An asterisk follows results filed as active; · = not tested or not shown. Outcome played no part in choosing rows; 5.6% or so of the library scored in one or more.

SMILES | STAT1 blocker | PPARg SRC-2 ag | TR-FRET SRC-2 ct | PPARg SRC-3 ag | STAT3 inh | ROMK primary | PPARg SRC-1 ag | STAT3 act | RAM network inh | TLR4-MyD88 BLA | S1P3 antagonist
Cc1cc(CNC(=O)COc2ccccc2F)c2ccccc2n1 | -4 | 2 | 1556 | 5 | 19 | -0.69 | 3 | 91 | 2.0 | -2 | -13
COc1ccccc1C/C(N)=N/O | 6 | 1 | 1722 | 2 | 6 | 0.56 | 2 | 98 | 0.0 | -3 | 1
O=C1c2cccc3cccc(c23)C(=O)N1OS(=O)(=O)c1ccc(Br)cc1 | 5 | -4 | 1573 | -5 | -5 | · | 1 | 106 | 3.1 | 1 | -7
C=CCSC1=N/C(=C\c2ccsc2)C(=O)S1 | -10 | 3 | 1660 | -6 | 5 | · | -1 | 98 | -0.3 | -6 | 14
Fc1cccc(NC(=S)Nc2cccnc2)c1 | 4 | 3 | 1551 | 0 | 18 | -1.3 | -2 | 91 | 0.4 | -22 | -11
O=C(/C=C/c1ccc(Cl)c([N+](=O)[O-])c1)c1cccnc1 | -5 | 8 | 1628 | 18 | 20 | -6.4* | 13 | 86 | 1.3 | 20 | -7
COCCn1c(=O)[nH]c2cc(C(=O)NC3CCCCCC3)ccc2c1=O | -5 | 1 | 1492 | 0 | -2 | · | 2 | 102 | 6.5 | 2 | -5
COc1ccc2c(c1)c(=O)oc1cc(O)ccc12 | -14 | 5 | 1582 | 3 | · | · | -2 | · | 1.1 | 0 | 8
CCN(CC)CCNC(=O)c1c(O)c2c([nH]c1=O)CCCC2 | -4 | 9 | 1561 | 1 | 12 | -0.69 | 5 | 93 | 1.0 | -13 | 0
N#CC1=C(N)Oc2n[nH]c(-c3ccc(F)cc3)c2C1c1cccnc1 (stereo not drawn) | 10 | 13 | 1659 | 2 | -9 | -0.093 | 1 | 106 | 0.0 | -12 | ·
Cc1ccc(OCC(=O)NCCc2nc3ccccc3[nH]2)c(C)c1 | 6 | -1 | 1582 | 0 | 6 | -0.062 | -3 | 97 | 0.4 | -6 | -5
COc1cccc(NC(=O)c2ccc3c(SCC(=O)O)c4c(nc3c2)CCCC4)c1 | 1 | -1 | 1462 | 3 | -3 | 1.6 | -6 | 106 | 6.0 | -12 | -9
CCC1(C(=O)OC)NC(c2ccco2)C2C(=O)N(c3ccc(C)cc3)C(=O)C21 (stereo not drawn) | -4 | 3 | 1670 | 12 | 2 | · | 2 | 99 | 5.2 | 8 | 5
Cc1csc(C(=O)O)c1NC(=O)c1cccc([N+](=O)[O-])c1 | -3 | 6 | 1688 | 0 | 0 | 1.7 | 9 | 104 | 0.1 | -5 | -17
CC(C)CNC(=O)CSc1nc2scc(-c3ccccc3)c2c(=O)[nH]1 | -4 | 2 | 1751 | 6 | -1 | -0.16 | 3 | 99 | 4.7 | -6 | 0
CC(=O)c1cnc(Nc2ccc(C)cc2)s1 | -43 | -2 | 1582 | -2 | 8 | 0.76 | 1 | 98 | -0.6 | 12 | -17
CCO[C@@H]1OC(C(=O)N2CCN(C)CC2)=C[C@H](C2CCCCC2)[C@H]1CCCO | 3 | 13 | 1567 | 6 | · | · | 2 | · | 0.2 | 7 | -10
CN(C)S(=O)(=O)N1CCC(C(=O)O)(c2ccccc2)CC1 | 5 | -2 | 1533 | 13 | -2 | · | 3 | 105 | 0.2 | 2 | -19
CCc1ccc(N(C(=O)c2csnn2)C(C(=O)NC(C)(C)C)c2cccnc2)cc1 (stereo not drawn) | 1 | 23* | 2266* | -2 | 6 | 0.026 | 0 | 100 | 2.1 | 11 | -8
CCCCC1CCC(c2nc(-c3ccccn3)no2)CC1 (stereo not drawn) | -3 | 2 | 1479 | 4 | 72* | · | 3 | 45 | -2.4 | 4 | 15
CC1(C)CC(=O)CC2(C1)NCC(c1ccccc1Cl)c1c2[nH]c2ccccc12 (stereo not drawn) | 1 | -3 | 1529 | -3 | 0 | 0.76 | 2 | 105 | 3.0 | -8 | -4
COC(=O)C1=C(C)N(CCc2ccccc2)C(=O)/C1=C\c1ccco1 | 8 | 1 | 1736 | -1 | 2 | 0.39 | 1 | 96 | 11* | -6 | -4
O=C(NCCCN1CCN(C2CCCCC2)CC1)Nc1ccccc1C(F)(F)F | 5 | -2 | 1698 | 4 | 13 | · | 4 | 92 | 0.9 | -6 | -29
COc1cccc(-c2csc(NC(C)=O)n2)c1 | -41 | 9 | 1767 | 3 | 11 | · | 1 | 94 | 1.6 | -11 | -16
O=S(=O)(c1cccc(-c2nnc(SCc3ccc(Cl)cc3)o2)c1)N1CCCCC1 | 0 | -6 | 1418 | -5 | 1 | · | 2 | 102 | 6.0 | 1 | 1
Nc1c(C(=O)c2ccc(Cl)cc2)oc2ccccc12 | -10 | 11 | 1712 | 7 | -14 | 0.73 | 6 | 114 | 1.0 | -9 | 9
CCS(=O)(=O)N1CCN(C(=O)c2cccs2)CC1 | 9 | 7 | 1560 | 2 | 7 | -0.22 | 1 | 100 | 1.1 | -4 | ·
CC1CCCN(C(=O)c2cccc(S(=O)(=O)Nc3cc(C(F)(F)F)ccc3Cl)c2)C1 (stereo not drawn) | 7 | 5 | 1583 | 4 | -3 | · | 1 | 102 | 1.9 | 3 | -11
CCOc1ccccc1NC(=S)N(Cc1cc2ccc(C)cc2[nH]c1=O)CC1CCCN1CC (stereo not drawn) | 18 | 4 | 1729 | 7 | 2 | · | 6 | 99 | 0.0 | 5 | -15
COc1ccc2nc(NC(=O)C(NS(=O)(=O)c3cccs3)C(C)C)sc2c1 (stereo not drawn) | -8 | 14 | 1758 | 12 | 1 | -0.3 | 1 | 103 | 8.8* | -6 | -42
CCOC(=O)N1CCN(CCC(=O)Nc2cc([N+](=O)[O-])ccc2OC)CC1 | -4 | -8 | 1284 | -2 | 11 | 2.3 | -3 | 98 | 0.1 | -8 | -3
CCOc1ccc([N+](=O)[O-])c(N)c1 | 15 | -3 | 1464 | 0 | 2 | -0.98 | 0 | 96 | 0.5 | -2 | -8
Cc1cc2cc(CNS(=O)(=O)c3ccc4ccccc4c3)ccc2n1C | 0 | 21 | 3303* | 38* | -3 | · | 18 | 111 | 3.8 | -1 | ·
Cc1cccc(OCC(=O)N/N=C/c2ccccc2C(=O)O)c1 | -3 | 6 | 1541 | 3 | 14 | -0.017 | 9 | 95 | -0.1 | -15 | 3
CCn1c(SCC(=O)OC(C)C)nnc1-c1ccccc1OC | -1 | 6 | 1570 | 2 | -3 | 0.74 | 11 | 108 | -0.6 | 1 | 5
CSc1nnc(-c2cc3ccccc3cc2O)n1C | -9 | -3 | 1625 | -8 | 8 | -1 | 5 | 98 | 7.0 | 7 | ·
Nn1c(CSc2nc3ccccc3o2)nnc1CSc1nc2ccccc2o1 | -3 | 9 | 1583 | 1 | -10 | -0.053 | -5 | 112 | 2.8 | 3 | -14
CC(C)CCN1CCN(Cc2cnc(-c3ccccc3)s2)CC1CCO (stereo not drawn) | 12 | -2 | 1448 | 2 | 6 | -0.21 | -4 | 98 | 0.8 | 12 | 9
COc1ccc(-c2nnc(NC(=O)c3cc(Cl)ccc3Cl)o2)cc1 | 4 | 8 | 1423 | -1 | -17 | · | 0 | 118 | 1.8 | 12 | -26
CCOC(=O)COc1ccc(S(=O)(=O)Nc2cccc(SC)c2)cc1 | -3 | 4 | 1556 | 8 | 15 | · | 4 | 93 | -0.7 | 2 | ·
CCOC(=O)c1c(C(F)(F)F)cc(-c2ccc(F)cc2)nc1C | -2 | 5 | 1461 | -2 | 8 | · | 7 | 92 | 3.3 | 1 | -2
Cc1ccc2cc3cc(C(=O)NCCN4CCOCC4)oc3nc2c1 | -6 | 12 | 1526 | -3 | 16 | · | 2 | 89 | 0.7 | 1 | -24
CCCN1C/C(=C/c2cccc([N+](=O)[O-])c2)C(=O)/C(=C/c2cccc([N+](=O)[O-])c2)C1 | 7 | 9 | 1500 | 4 | 3 | -1.6 | 3 | 101 | 3.1 | -8 | ·
O=C(/C=C/c1cn(-c2ccccc2)nc1-c1ccccc1)Nc1ccc(C(=O)O)cc1 | -60 | -4 | 1527 | 0 | -26 | -0.18 | 0 | 127 | 8.9* | 7 | -8
O=C(Nc1ccc(Cl)cc1)c1cc(S(=O)(=O)N2CCOCC2)cs1 | 4 | 12 | 1591 | 1 | 32 | -0.023 | 2 | 77 | 1.9 | 8 | ·
Cc1ccc(S(=O)(=O)c2cc(OC(=O)c3ccco3)ccc2OC(=O)c2ccco2)cc1 | 2 | 15 | 1456 | 7 | -10 | 1.3 | -3 | 112 | 4.3 | -1 | 6
CC1Cc2ccccc2N1C(=S)NC(=O)C1(C)CC1(Cl)Cl (stereo not drawn) | 7 | 4 | 1480 | 0 | 4 | 13* | 0 | 101 | 2.4 | -8 | -10
C/C(=N\NC(=O)c1ccc(F)cc1)c1cccc(NC(=O)c2ccco2)c1 | -1 | -9 | 1356 | 4 | 2 | · | -2 | 102 | 1.4 | 9 | ·
COc1ccccc1NS(=O)(=O)c1ccc(O)c(C(=O)OCC(=O)Nc2ccccc2F)c1 | -1 | 4 | 1501 | 4 | 2 | -0.58 | 13 | 105 | 3.6 | 6 | 10
O=C(COc1ccccc1)N1CCCC1 | -3 | 3 | 1572 | 3 | 4 | 0.45 | 1 | 98 | -0.1 | -9 | 5
CCCCNC(=O)NC1C(NC(=O)NCCCC)N(C)C(=O)N1C (stereo not drawn) | -10 | 5 | 1468 | 4 | 2 | · | 3 | 106 | 1.8 | 0 | -45
CC1CCCC(C)N1C(=O)CSc1nnc(COc2ccccc2)n1-c1ccccc1 (stereo not drawn) | 3 | 2 | 1665 | 12 | 4 | -1.3 | 1 | 97 | 3.0 | -15 | ·
